Screening data (PubChem)
Myeloid diff 2 = induction of myeloid progenitor differentiation, primary screen, cell-based, flow cytometry, MLPCN library | 360,000 compounds, 1% hits | AID 624256, 2012 | calls only at 10 µM | ER-HoxA9 myeloid progenitors, lysozyme-GFP differentiation;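 active = normalized GFP-positive differentiation at or above the plate's own cutoff, the solvent-only control mean plus 3 SD; inconclusive = no clear call, values can overlap the other calls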;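 note: cells exposed to compound for four days before flow analysis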
T cell modulator = modulators of CD8 T cell-vesicle binding, primary screen, mouse 2C CD8+ T cells, flow cytometry. 2C CD8+ T cell-vesicle binding; hits give low values. calls only at 7 µM. 330,000 compounds, 0.068% hits;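 active = response, share of CD8 T cells binding vesicles, and their 90th percentile fluorescence all below set limits, cut at about 80% in these data, passing the limit was not always enough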
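Benchmarks: naked versus QL9-loaded vesicles / Assay system: purified 2C TCR transgenic mouse naive CD8+ T cells / Technique: high-throughput flow cytometry with anti-B7-1 and anti-CD8 staining / Timing: Cell–vesicle co-incubation 1.5 h at 37 °C, staining 20 min on ice / Read-out: percent CD8+ FL2 mean versus row control / Probe or stimulus: QL9-loaded Drosophila micro-vesicles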
WT yeast gro inh = growth inhibition of WT strain, primary screen, mitochondrial fusion inhibitor project, WT and mutant strains, chemical genetic; 190,000 compounds, 2.1% hits; inhibition, % at 10 µM; AID 1362, 2008; mitochondrial fusion phenotypic screen; in the data active = inhibition above about 58%; tested in S. cerevisiae
MgcRacGAP inhibition = MgcRacGAP GTPase-activating activity inhibitors, confirmation, biochemical, ADP Hunter fluorescence | AID 624330, 2012 | inhibition, % at 30 µM; hits with a dose series show IC50 in µM | MgcRacGAP-stimulated Rac1 GTP hydrolysis, ADP Hunter fluorescence; higher % means a stronger effect; GST-tagged Rac1 F28L mutant substrate | 340,000 compounds, 0.6% hits | Rac GTPase-activating protein 1 (Homo sapiens);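 active = first-screen hits whose inhibition reached a set limit at any dose in the follow-up dose series; inconclusive = inhibition above the set first-screen limit but never retested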;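 note: fluorescence reports GDP produced by GAP-driven GTP hydrolysis; strong numbers were not always called active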
RSV CPE inhibition = RSV antiviral activity via CPE protection, HEp-2 cells, primary 10 µM value included (AID 2391). HEp-2 cells, RSV-induced CPE inhibition; higher % means a stronger effect. CPE inhibition, % at 10 µM; hits with a dose series show IC50 in µM. 310,000 compounds, 0.13% hits; in the data active = a potency from the dose series; inconclusive = CPE inhibition mostly from about 23% at the one dose, without a potency; inactive = the rest, 99 in 100 with CPE inhibition below about 21%; note: strong numbers were not always called active
b-catenin transl = modulators of beta-catenin nuclear translocation, primary screen, imaging, HeLa cells, immunofluorescence, high-content; nuclear translocation activity, % at 5 µM; 190,000 compounds, 0.3% hits; AID 1665, 2009;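 active = nuclear translocation activity above 50% at 5 µM, with a well cell count of 50 or more; inconclusive = wells under 50 cells across six images, flagged as toxic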;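 note: per-cell ratio of nuclear to cytoplasmic median beta-catenin stain intensity; plate controls were DMSO negative control for no effect and GSK-3 inhibitor IX positive control for full effect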
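Test system: human HeLa cells, endogenous beta-catenin. Times: 24 h compound exposure, 37°C. Measured by: beta-catenin immunofluorescence imaging with DAPI.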
West Nile virus CPE = West Nile virus antiviral activity, cell-based, CPE readout (AID 1621) | CPE inhibition, % at 10 µM; hits with a dose series show IC50 in µM | 290,000 compounds, 0.02% hits | West Nile virus-infected cells, CPE inhibition; higher % means a stronger effect; in the data active = a potency from the dose series; inconclusive = CPE inhibition mostly from about 3.7% at the one dose, without a potency; inactive = the rest, 99 in 100 with CPE inhibition below about 2.2%; note: strong numbers were not always called active
PhoP inhibition = inhibitors of PhoP regulon expression, primary screen, Salmonella Typhimurium, GFP reporter (AID 1863). S. Typhimurium PhoP-regulated promoter GFP reporter, 4 h; higher % means a stronger effect. inhibition, % at 50 µM; hits with a dose series show IC50 in µM. 300,000 compounds, 0.16% hits;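 active = inhibition over 29.93%, a cutoff 3 SD above the screen mean, later confirmed by dose response; inconclusive = inhibition over 29.93% but no dose response follow-up; inactive = inhibition at most 29.93% or unconfirmed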;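 note: 0% = low Mg2+ inducing control and 100% = high Mg2+ repressing control; strong numbers were not always called active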
Large T inhibition = SV40 large T antigen inhibitors, biochemical (AID 1903); 310,000 compounds, 0.39% hits; inhibition, % at 20 µM, or IC50 in µM where a hit was titrated; SV40 large T antigen ATPase/helicase inhibition assay; higher % means a stronger effect; in the data active = a potency from the dose series; inconclusive = inhibition mostly from about 32% at the one dose, without a potency; inactive = the rest, 99 in 100 with inhibition below about 32%; note: strong numbers were not always called active
WT yeast gro inh mutant strain = also measured in WT yeast gro inh; calls as there; inhibition, %; mitochondrial fusion phenotypic screen, mutant strain inhibition
b-catenin transl cell count 5 µM = further read-out of b-catenin transl, marked with its call; cell count; measured here: cell count, cytotoxicity flag
T cell modulator vesicle-bound % = also measured in T cell modulator; calls as there; double positive events, %; measured here: CD8+ vesicle-bound cell fraction;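 binding gate set so that unloaded-vesicle control wells show 10% double positive cells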
Myeloid diff 2 GFP+ MAC1+ % = further read-out of Myeloid diff 2, marked with its call; GFP+ MAC1+ double positive, %; measured here: differentiation confirmed by MAC1 staining
* hit, by the source's call; i = inactive; ? = inconclusive; / = not tested or not shown.

Each structure is followed by: b-catenin transl	MgcRacGAP inhibition	RSV CPE inhibition	b-catenin transl cell count 5 µM	WT yeast gro inh	Myeloid diff 2	T cell modulator vesicle-bound %	PhoP inhibition	Large T inhibition	West Nile virus CPE	WT yeast gro inh mutant strain	Myeloid diff 2 GFP+ MAC1+ %	T cell modulator
C=CCn1cc(-c2ccc(Cl)cc2)cc(C#N)c1=O
    /	6.7%	2.4%	/	10.6	i	46.7	6.4%	15.7%	0.0%	-11.5	0.4	i
CCOc1ccc(C(=O)N2CCn3c2nc2ccccc23)cc1
    -2.7	10.0%	0.8%	1106	4.8	i	34.5	0.0%	2.4%	0.4%	-5.9	0.2	i
CCC(C)NS(=O)(=O)c1ccc(NC(=O)c2c(-c3ccccc3)noc2C)cc1 (centres undefined)
    -0.9	-0.3%	-2.0%	1190	3.6	i	39.0	14.1%	-2.7%	-0.5%	-2.9	2.0	i
O=C(NCc1ccc2[nH]c3c(c2c1)CCCC3)c1ccc(S(=O)(=O)N2CCCCC2)cc1
    1.2	1.2%	16.8%	506	2.1	i	39.5	17.2%	-0.7%	-0.1%	-2.7	5.1	i
CC(=O)N1CCc2cc(S(=O)(=O)CCC(=O)N3CCN(C(=O)c4ccco4)CC3)ccc21
    -0.8	8.7%	2.7%	1033	-5.1	i	47.1	1.3%	3.7%	0.3%	2.8	1.0	i
CCc1ccccc1N(CC)C(=O)c1cn(C)c(=O)c2cc(OC)c(OC)cc12
    0.2	3.7%	1.6%	1066	-6.3	i	47.8	-4.1%	3.5%	0.3%	-2.2	0.5	i
Cc1cccc(NC(=O)C2CC(O)CN2C(=O)Oc2ccccc2)c1 (centres undefined)
    /	8.6%	0.6%	/	/	i	20.8	12.7%	-2.5%	0.0%	/	0.6	i
O=C1/C(=C\c2cc([N+](=O)[O-])ccc2O)SC(=S)N1Cc1ccc(Cl)cc1
    /	2.7%	0.7%	/	/	i	47.2	2.4%	4.1%	-0.1%	/	3.9	i
CC(OC(=O)c1cccnc1)C(=O)NCc1ccc2c(c1)OCO2 (centres undefined)
    -0.1	12.8%	0.5%	995	7.7	i	3.2	8.3%	-0.2%	-0.8%	3.5	0.4	i
Cc1ccc(NC(=O)CSc2ccccc2NC(=O)c2ccccc2)cc1Cl
    2.1	12.5%	1.8%	1055	15.4	i	32.7	7.5%	2.1%	-0.1%	-25.2	0.2	i
Cc1ccc(-c2onc3ccc(C4(C)OCCO4)cc23)cc1
    -0.5	8.7%	1.0%	1115	18.6	i	40.0	7.5%	5.5%	0.0%	22.4	1.0	i
Cc1ccc(C)c(N(C(=O)CS(=O)CC(=O)Nc2ccc3c(c2)OCO3)C(C)C(=O)NC2CCCC2)c1 (centres undefined)
    4.6	4.5%	0.0%	513	-3.8	i	16.6	8.9%	20.3%	-1.4%	-2.4	0.4	i
CN(C)c1ccc(-n2cccc2/C=N/n2cnnc2)cc1
    -2.7	9.8%	2.2%	1031	1.9	i	53.8	-3.3%	15.5%	-0.4%	-21.6	0.8	i
COc1ccc(/C=C/c2ccc3c(Br)ccc(O)c3n2)cc1
    /	7.1%	1.1%	/	/	i	44.6	14.1%	-2.6%	-1.3%	/	1.6	i
COc1ccc2c(=O)c3c(=O)n(-c4ccccc4)c(-c4ccco4)nc3oc2c1
    5.9	9.6%	0.7%	489	6.0	i	31.1	0.6%	0.5%	-0.8%	-0.2	0.1	i
Cc1cc(=O)oc2c(C)c(OC(C)C(=O)NCCCn3ccnc3)ccc12 (centres undefined)
    /	3.1%	-1.2%	/	/	i	11.7	-6.2%	1.9%	-0.3%	/	4.7	i
CCCCC(=O)N(c1ccc(OCC)cc1)C1C=CS(=O)(=O)C1 (centres undefined)
    /	0.8%	0.8%	/	-3.0	i	36.6	5.6%	-6.3%	0.1%	1.3	2.0	i
CCn1c(SCC(=O)NCc2ccc3c(c2)OCO3)nc2c(c1=O)SCC2
    /	-0.4%	2.1%	/	/	?	67.8	-0.5%	7.5%	-0.5%	/	/	i
Clc1ccc(-c2csc(N/N=C/c3ccco3)n2)cc1
    -0.3	4.2%	?	1299	/	i	41.2	-4.7%	6.1%	-0.5%	/	0.1	i
O=C(CCCN1C(=O)/C(=C/c2ccccc2)SC1=S)Nc1cccc(O)c1
    -2.4	10.0%	-1.0%	986	29.7	i	57.0	4.4%	1.9%	?	-7.2	0.5	i
Cc1ccc(/C=C/C(=O)c2ccc(C)cc2)cc1
    2.6	7.6%	7.9%	529	6.6	i	48.9	2.1%	5.6%	2.1%	7.0	0.4	i
COc1ccc(S(=O)(=O)NC(C(C)C)C(C)C)cc1OC
    -1.2	4.6%	0.1%	1226	14.2	i	35.5	9.5%	-2.8%	-0.3%	-0.7	0.5	i
Cc1nc2[nH]c(=O)c3c(n2n1)NC1=C(C(=O)CC(C)(C)C1)C3c1ccccc1 (centres undefined)
    -5.1	-0.2%	0.4%	1148	18.1	i	41.1	2.2%	20.8%	-0.7%	4.2	0.7	i
S=c1[nH]nc(CN2CCCC2)n1Cc1ccccc1
    -3.2	7.2%	-0.7%	1034	1.2	i	49.6	9.2%	19.9%	0.4%	1.4	0.5	i
Cc1cccn2c(=O)c(/C=N/O)c(Nc3ccccc3F)nc12
    1.1	7.4%	2.0%	1311	/	i	19.9	-14.8%	8.5%	-0.1%	/	0.5	i
CCc1cc(C(c2ccncc2)N2CCN(C)CC2)c(NC(=O)c2ccccc2)s1 (centres undefined)
    -3.0	-10.0%	3.0%	559	-9.7	i	13.5	-27.1%	6.9%	-1.4%	-12.4	2.1	i
CCOC(=O)N1CCN(C(=O)COc2ccccc2Cl)CC1
    -1.4	-1.7%	0.3%	1193	-9.5	i	54.8	1.2%	3.0%	-1.3%	-5.6	0.7	i
CN(C)c1ccc(NS(=O)(=O)c2cc3c4c(c2)CC(=O)N4CCC3)cc1
    /	?	0.3%	/	/	i	30.5	-2.2%	69.8µM*	0.0%	/	1.5	i
CCOC(=O)C1CCN(CCC(=O)Nc2ccccc2)CC1
    6.5	12.6%	0.6%	402	-15.5	i	30.0	-1.8%	10.3%	0.3%	7.1	0.9	i
COc1ccccc1NC(=O)C1CCCN(c2ncnc3c2nc2n3CCCCC2)C1 (centres undefined)
    /	8.1%	11.7%	/	/	i	12.9	-5.7%	10.0%	0.8%	/	7.2	i
COc1ccc(C(=O)C(CO)Oc2ccccc2OC)cc1OC (centres undefined)
    -1.2	7.6%	7.3%	875	-9.9	i	18.8	36.3%	-4.8%	/	-62.2	7.2	i
Cc1c(C(=O)NC2CCOC2)oc2c(F)cccc12 (centres undefined)
    /	-9.1%	-0.1%	/	/	i	10.7	9.4%	/	0.4%	/	2.5	i
COc1ccc(OC)c(C(=O)COC(=O)CNC(=O)c2ccccc2)c1
    -0.2	8.1%	-0.2%	1036	9.9	i	50.7	15.0%	-9.2%	0.1%	6.5	0.8	i
CCCCOc1ccc(/C=c2\sc3ncnn3c2=O)cc1
    -4.3	8.7%	2.8%	957	-9.3	i	23.4	-6.9%	3.8%	-0.7%	5.2	0.4	i
C=CCNC(=S)N/N=C/c1ccc(C(C)(C)C)cc1
    -0.6	-3.7%	/	1102	76.5*	i	/	0.7%	-2.0%	-0.6%	60.2*	0.1	/
O=C(C1CCN(S(=O)(=O)c2cnc[nH]2)CC1)N1CCn2c1nc1ccccc12
    0.1	6.7%	0.6%	1309	-8.3	i	13.3	3.5%	-5.3%	0.9%	12.4	0.6	i
CN(c1c[nH]c(=O)[nH]c1=O)C1CCCCC1
    1.5	/	0.2%	1051	-0.3	i	25.3	-5.1%	14.0%	0.4%	-6.7	0.1	i
COC(=O)C1C/C(=N\NS(=O)(=O)c2ccc(C)cc2)c2ccccc2C1 (centres undefined)
    /	-0.6%	3.5%	/	/	/	5.6	-2.0%	7.2%	-0.6%	/	/	i
O=C1CN(C(=O)CC2c3ccccc3-c3ccccc32)CC(=O)N1
    /	7.4%	1.6%	/	-6.9	i	48.7	-11.7%	10.6%	0.4%	3.4	0.3	i

Quoted at random: 2 records from the list
Each structure is followed by: b-catenin transl	MgcRacGAP inhibition	RSV CPE inhibition	b-catenin transl cell count 5 µM	WT yeast gro inh	Myeloid diff 2	T cell modulator vesicle-bound %	PhoP inhibition	Large T inhibition	West Nile virus CPE	WT yeast gro inh mutant strain	Myeloid diff 2 GFP+ MAC1+ %	T cell modulator
COc1ccc(C(=O)C(CO)Oc2ccccc2OC)cc1OC (centres undefined)
    -1.2	7.6%	7.3%	875	-9.9	i	18.8	36.3%	-4.8%	/	-62.2	7.2	i
O=C(C1CCN(S(=O)(=O)c2cnc[nH]2)CC1)N1CCn2c1nc1ccccc12
    0.1	6.7%	0.6%	1309	-8.3	i	13.3	3.5%	-5.3%	0.9%	12.4	0.6	i

The order is random; 3.6% or so of the library scored in one or more.
